ASM inhibitor: Inhibitors of Secretory Acid Sphingomyelinase (S-ASM): qHTS; Sphingomyelin phosphodiesterase (Homo sapiens), P17405; placental ASM, HMU-PC fluorogenic substrate, 60 min; Potency, µM (highest dose often 57.5 µM), for the others: top-dose activity change, negative = inhibition, usual class: inhibitors; 340,000 compounds, 0.006% hits; AID 504937, 2011; further: potency means the concentration at half of the fitted maximal effect
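Steps: dispense placental human ASM, pin compound, wait 10 min at room temperature, add HMU-PC0 substrate at 9 uM final, incubate 60 min at 37 °C, add stop solution raising pH to 10, read fluorescence.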
A-T KAP1 phos: qHTS Assay for Identifying a Potential Treatment of Ataxia-Telangiectasia; […] A-T fibroblasts, KAP-1 phosphorylation AlphaLISA; neocarzinostatin DNA damage 30 min before lysis; Potency, µM (series often up to 57.5 µM), inactives show at the top dose activation, actives largely listed as activators; 320,000 compounds, 0.19% hits; AID 485349, 2010; further: potency means the concentration at half of the fitted maximal effect; % of control where 0% means no effect; nearly all actives have a fitted effect of over 45% in size
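hTERT-immortalized A-T patient fibroblasts ([…]), 500 cells/well in OPTI-MEM, 1% FBS, got compounds for 60 min, then NCS for 30 min at 37C. Lysates were then assayed for phospho-KAP-1 by AlphaLISA (anti-pKAP1 donor, anti-KAP1 acceptor beads), 6 hr at 25C.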
MLL CXXC-DNA inh: qHTS Fluorescence Polarization Assay for Inhibitors of MLL CXXC domain - DNA interaction; Potency, µM (titrated, usually from 115 µM), without a hit: at the top dose activity change, negative = inhibition, usual class: inhibitors; MLL-CXXC / FITC-HOXA9 DNA fluorescence polarization; Histone-lysine N-methyltransferase 2A (Homo sapiens), Q03164; 290,000 compounds, 0.037% hits; AID 2662, 2010; active means well fitted inhibition curve with a large enough effect in the polarisation, with a control signal flat, not every such curve was filed as active; inconclusive means small, poorly fitted or top-dose-only effect, or effect the other way, or a change in a side signal; inactive means no such curve, though single readings can be large or run the other way; the % refers to the polarisation; further: potency means the concentration at half of the fitted maximal effect
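Fluorescence polarization: 7 uM MLL-CXXC (stock) preincubated 5 min with compounds, then 50 nM fluorescein-HOX-A9 DNA (stock) added; 30 min ambient. Buffer 50 mM Tris-HCl pH 7.5, 50 mM NaCl, 1 mM DTT, 0.05% BSA.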
MBNL1 CUG block: qHTS Assay for Inhibitors of MBNL1-poly(CUG) RNA binding. Muscleblind-like protein 1 (Homo sapiens), Q9NR56. TR-FRET MBNL1-His/biotin-(CUG)12 binding, 665/545 ratio. Potency, µM (titrated, usually from 57.5 µM), inactives show at the top dose activity change, negative = inhibition, hits mostly inhibitors. 280,000 compounds, 0.036% hits. AID 2675, 2010; active means well fitted inhibition curve with a large enough effect in the signal ratio, with a control signal flat, not every such curve was filed as active; inconclusive means small, poorly fitted or top-dose-only effect, or effect the other way, or a change in a side signal; inactive means no such curve, though single readings can be large or run the other way; the % refers to the signal ratio; further: potency means the concentration at half of the fitted maximal effect; on the % scale 0 is the no-effect control and ±100 the full control effect
Target sequence (Q9NR56 whole entry, looked up): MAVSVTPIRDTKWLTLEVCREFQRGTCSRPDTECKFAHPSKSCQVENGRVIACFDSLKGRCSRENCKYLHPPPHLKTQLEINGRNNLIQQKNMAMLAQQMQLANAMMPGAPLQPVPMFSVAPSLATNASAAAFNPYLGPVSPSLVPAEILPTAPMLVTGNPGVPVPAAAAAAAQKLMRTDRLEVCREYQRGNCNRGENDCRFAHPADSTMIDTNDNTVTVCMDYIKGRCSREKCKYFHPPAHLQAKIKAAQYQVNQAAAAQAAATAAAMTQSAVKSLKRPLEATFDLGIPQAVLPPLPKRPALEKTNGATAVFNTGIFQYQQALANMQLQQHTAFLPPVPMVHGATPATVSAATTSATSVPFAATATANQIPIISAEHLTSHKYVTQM
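Inhibition of protein-RNA binding appears as loss of TR-FRET between terbium anti-His antibody on MBNL1-His and streptavidin-XL665 on biotin-(CUG)12. Activity is normalized to buffer-only and uninhibited-complex controls.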
Integrin act MD: qHTS for Activators of Integrin-Mediated Alleviation for Muscular Dystrophy; AID 624291, 2012; alpha7betagal myoblasts, beta-gal FDG fluorescence, 48 h; Potency, µM (doses to about 38.3 µM), inactives show at the top dose activation, hits mostly activators; 350,000 compounds, 0.064% hits;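 further: potency means the concentration at half of the fitted maximal effect; 100% = response of the positive control SU9516; nearly all actives have a fitted effect of over 60% in size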
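alpha7betagal+/- myoblasts (passage 13, 250/well) treated 48 h at 37C with compounds at 1:260 dilution of DMSO stock. Lysed, then beta-galactosidase activity read as FDG fluorescence (ex 480/em 540) after 30 min, with pre-read for autofluorescence.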
FBPA coupling cs: qHTS Assay for Inhibitors of Fructose-1,6-bisphosphate Aldolase from Giardia Lamblia: Coupling assay counterscreen; coupling enzyme system counterscreen, AmpLite Red fluorescence; activity change, negative = inhibition, % at 58.2 µM, hits read low; 290,000 compounds, 0.67% hits; in the data active means activity change below about -30%; further: on the % scale 0 is the no-effect control and ±100 the full control effect
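Compounds tested against the coupling enzymes alone at 57.5 uM final; readout was AmpLite Red fluorescence (525/598 nm) after 20 min at RT.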
KCNH2 WT inh: qHTS for Inhibitors of KCHN2 3.1: Wildtype qHTS. Voltage-gated inwardly rectifying potassium channel KCNH2 (Homo sapiens), Q12809. U2OS, BacMam KCNH2, thallium flux FluxOr; active compounds read low. activity change, % at 1.84 µM. 340,000 compounds, 0.37% hits. AID 720551, 2013;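 active means maximum activity change below -70%; inconclusive means maximum activity change between -70% and -50%; inactive means maximum activity change above -50%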; further: on the % scale 0 is the no-effect control and ±100 the full control effect
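U2OS cells transduced with wild-type KCNH2 virus are loaded with FluxOr dye for 45 min, and thallium flux is measured in kinetic reads before and after stimulation buffer. Rate constants are normalized to DMSO controls.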
GALK inh: qHTS Assay for Inhibitors of Human Galactokinase (GALK); P51570; Purified GALK, Kinase-Glo residual ATP luminescence; Potency, µM (series often up to 57.5 µM), inactives show top-dose activity change, negative = inhibition, actives largely listed as inhibitors; 270,000 compounds, 0.007% hits; further: potency means the concentration at half of the fitted maximal effect; on the % scale 0 is the no-effect control and ±100 the full control effect
Target sequence (P51570 whole entry, looked up): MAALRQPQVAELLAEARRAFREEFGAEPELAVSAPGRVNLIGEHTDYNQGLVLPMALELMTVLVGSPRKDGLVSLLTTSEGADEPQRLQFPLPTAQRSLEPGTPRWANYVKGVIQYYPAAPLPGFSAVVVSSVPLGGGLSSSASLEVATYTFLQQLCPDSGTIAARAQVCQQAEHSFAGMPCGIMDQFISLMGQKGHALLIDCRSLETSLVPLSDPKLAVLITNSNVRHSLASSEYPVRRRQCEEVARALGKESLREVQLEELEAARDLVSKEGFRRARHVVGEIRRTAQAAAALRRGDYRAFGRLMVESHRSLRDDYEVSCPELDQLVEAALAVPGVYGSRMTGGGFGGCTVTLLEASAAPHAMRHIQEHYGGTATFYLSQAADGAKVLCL
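5 nM enzyme, 35 uM ATP, 100 uM galactose, 20 mM HEPES pH8.0, 5 mM MgCl2; 1 h RT; residual ATP by Kinase-Glo Plus luminescence, qHTS format.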
KCNH2 3.1 block: qHTS for Inhibitors of KCHN2 3.1: Mutant qHTS | Potassium voltage-gated channel subfamily H member 2, brain isoform KCNH2 3.1 (human) | 340,000 compounds, 0.95% hits | U2OS KCNH2 3.1, thallium flux FluxOr; active compounds read low | activity change, % (tested at about 1.8 µM);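 active means maximum activity change below -70%; inconclusive means maximum activity change from -70% to -50%; inactive means maximum activity change above -50%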;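 further: thallium influx rate constant from kinetic fluorescence after stimulation buffer; on the % scale 0 is the no-effect control and ±100 the full control effect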
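Thallium flux read-out: FluxOr dye with Red40 quencher in HBSS/HEPES, 45 min at RT. Rate constants from kinetic reads were normalized to positive and negative DMSO controls. Cells: U2OS virally expressing the 3.1 isoform.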
TRPV1 ag: HTS Assay for Compounds that Act as Agonists of the Vanilloid Receptor 1. Transient receptor potential cation channel subfamily V member 1 (Homo sapiens), Q8NER1. TRPV1-expressing cells, Fluo-8 calcium influx, agonist mode. activation, % at 8.33 µM. 320,000 compounds, 0.19% hits. AID 540275, 2011; in the data active means activation above about 80%; inconclusive means between about 30% and that limit; further: 0% is about no effect
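TRPV1-expressing cells were cultured overnight at 35.5C and loaded with Fluo-8 calcium dye for 40 to 90 min at room temperature. After a 10 s baseline, compound was added and calcium influx was read kinetically for 3 min (ex 480/em 520 nm).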
* hit, by the source's call; u = inconclusive; x = not tested or not shown; ! = a repeat was not active; [ ] = another dose, or the depositor's remark. Unless noted, the call rests on the fitted dose curve; in most records, active means well fitted curve in the direction sought with a large enough effect; inconclusive means small, poorly fitted or top-dose-only effect, or another doubt; inactive means no such curve, though single readings can be large; an effect the other way counts as inactive or inconclusive.

SMILES	ASM inhibitor	A-T KAP1 phos	MLL CXXC-DNA inh	MBNL1 CUG block	Integrin act MD	FBPA coupling cs	KCNH2 WT inh	GALK inh	KCNH2 3.1 block	TRPV1 ag
COc1ccccc1N1CCN(C/C(C)=C/c2ccccc2)CC1	6%	4%	0%	-7%	-5%	2	33	-1%	-98*	1
COc1ccc(-c2nnn(CC(=O)NCc3cccs3)n2)cc1OC	0%	x	35%[activator]	-4%	-22%	4	-5	0%	2	11
O=C(COc1ccc2ccccc2c1Br)Nc1cccnc1	-1%	6%	0%	20%	-16%	x	-45	4%	13	26
CC(C)(O)CC[C@@H](O)[C@](C)(O)C1CC[C@@]2(O)C3=CC(=O)[C@@H]4C[C@@H](O)[C@@H](O)C[C@]4(C)C3CC[C@]12C (stereo not given in full)	-1%	1%	x	x	15%	x	1	x	7	x
Cc1nc2nc(-c3ccc(Cl)cc3)cn2nc1C	x	9%	-2%	17%	18%	5	2	-2%	x	14
N#CCCN(C(=O)CN1c2cccc3cccc(c23)S1(=O)=O)c1ccccc1	60%[activator]	8%	x	x	11%	x	1	x	10	x
COC(=O)c1[nH]nc(-c2ccccc2)c1-c1ccccc1	1%	x	x	x	17%	x	0	x	-8	x
CC1(C)CC2(CC(C)(C(=O)CSc3nc4ccccc4s3)OC2=O)C(=O)O1 (stereo not given)	-3%	-3%	2%	3%	-4%	x	3	-1%	-26	30
COCc1ccc(CN2CCCC(CCC(=O)NCc3cccc(OC)c3)C2)o1 (stereo not given)	5%	7%	-2%	-12%	-15%	0	-19	-2%	0	2
O=C1/C(=C/c2ccccc2O)SC(=S)N1Cc1cccnc1	-5%	-6%	32%[activator]	x	-25%	2	-8	2%	8	-1
COc1ccc(NC(=O)N2CCNC(=O)C2CC(=O)Nc2ccc(F)cc2)cc1 (stereo not given)	2%	-1%	-3%	0%	1%	x	-8	-4%	1	-2
CCOC(=O)Nc1nc(C)c(C(=O)c2ccc(Cl)cc2)s1	0%	2%	3%	12%	21%	2	10	-5%	4	u
C(=N\N1CCN(c2ccccn2)CC1)/c1cccc2ccccc12	-1%	-8%	3%	-1%	-2%	-1	-4	6%	-7	18
Cc1cc(SCn2nnc3ccccc3c2=O)nc2ccccc12	-4%	0%	5%	x	-4%	0	0	0%	-4	-3
O=C(CN1C(=O)S/C(=C\c2ccccc2Cl)C1=O)NCCCn1ccnc1	2%	-3%	-2%	u	4%	x	18	7%	-2	9
COc1cccc(/C=C/C(=O)c2ccc3c(c2)OCCO3)c1OC	16%	26%	11%	-2%	-1%	2	2	-2%	7	4
CCCC1C2C(=O)N(c3ccccc3OCC)C(=O)C2ON1c1ccccc1 (stereo not given)	-3%	-4%	-5%	3%	-1%	0	-1	0%	-14	27
Cc1cc(NC(=O)c2ccc(S(=O)(=O)N(C)C)cc2)n(-c2ccccn2)n1	-1%	-4%	-1%	8%	-26%	x	-3	1%	1	10
C=CCn1c(NCc2cc(C)ccc2O)nc2ccccc21	6%	7%	-6%	5%	2%	-1	-4	2%	-2	2
CC(C)(CO)Nc1nc(Nc2ccccc2)nc(Nc2ccccc2)n1	24%	x	9%	2%	5%	0	-3	-3%	-3	u
CCC1Nc2ncnc(N3CCOCC3)c2N(Cc2ccccc2)C1=O (stereo not given)	8%	14%	x	x	14%	x	3	x	-15	2
COc1cccc(N2CC(C(=O)Nc3c(C)cccc3C)CC2=O)c1 (stereo not given)	3%	-8%	-2%	-4%	15%	0	14	-2%	-3	-3
Nc1cc(CN2C(=O)c3ccccc3C2=O)cc(Cl)c1O	-2%	4%	-3%	14%	-22%	3	-6	2%	-8	8
CCN(C(=O)N1CCOCC1)c1ccccc1	3%	1%	2%	1%	15%	-2	-1	-4%	17	0
Cc1cc(S(=O)(=O)Nc2ccc(C(=O)NCc3cccnc3)cc2)ccc1F	6%	4%	x	x	21%	x	0	x	6	-4

A stretch of the results above, as a working copy:
SMILES	ASM inhibitor	A-T KAP1 phos	MLL CXXC-DNA inh	MBNL1 CUG block	Integrin act MD	FBPA coupling cs	KCNH2 WT inh	GALK inh	KCNH2 3.1 block	TRPV1 ag
CCCC1C2C(=O)N(c3ccccc3OCC)C(=O)C2ON1c1ccccc1 (stereo not given)	-3%	-4%	-5%	3%	-1%	0	-1	0%	-14	27
Cc1cc(NC(=O)c2ccc(S(=O)(=O)N(C)C)cc2)n(-c2ccccn2)n1	-1%	-4%	-1%	8%	-26%	x	-3	1%	1	10
C=CCn1c(NCc2cc(C)ccc2O)nc2ccccc21	6%	7%	-6%	5%	2%	-1	-4	2%	-2	2
CC(C)(CO)Nc1nc(Nc2ccccc2)nc(Nc2ccccc2)n1	24%	x	9%	2%	5%	0	-3	-3%	-3	u
CCC1Nc2ncnc(N3CCOCC3)c2N(Cc2ccccc2)C1=O (stereo not given)	8%	14%	x	x	14%	x	3	x	-15	2
COc1cccc(N2CC(C(=O)Nc3c(C)cccc3C)CC2=O)c1 (stereo not given)	3%	-8%	-2%	-4%	15%	0	14	-2%	-3	-3
Nc1cc(CN2C(=O)c3ccccc3C2=O)cc(Cl)c1O	-2%	4%	-3%	14%	-22%	3	-6	2%	-8	8
CCN(C(=O)N1CCOCC1)c1ccccc1	3%	1%	2%	1%	15%	-2	-1	-4%	17	0
Cc1cc(S(=O)(=O)Nc2ccc(C(=O)NCc3cccnc3)cc2)ccc1F	6%	4%	x	x	21%	x	0	x	6	-4

Going on with the list:
SMILES	ASM inhibitor	A-T KAP1 phos	MLL CXXC-DNA inh	MBNL1 CUG block	Integrin act MD	FBPA coupling cs	KCNH2 WT inh	GALK inh	KCNH2 3.1 block	TRPV1 ag
COc1ccccc1CNC(=O)Cn1ccc2cc(S(=O)(=O)N3CCCC3)ccc21	-1%	0%	14%	0%	14%	0	4	1%	-1	20
Cc1noc(C)c1C(=O)NC(C)c1ccc(Cl)cc1Cl (stereo not given)	10%	3%	7%	-7%	24%	-4	19	0%	2	-2
CC(C)(C)c1ccc(-c2nnc(SCC(=O)O)n2N)cc1	3%	7%	-6%	-11%	8%	-1	-9	-3%	17	4
CCOC(=O)/C(C#N)=C/c1ccc(OC(=O)c2ccco2)c(OCC)c1	-1%	-7%	104%[activator]	9%	-4%	0	-4	-1%	3	-1
CC12CCC(C1)C(C)(C)C2OC(=O)c1ccccc1C(=O)O (stereo not given)	6%	7%	-1%	x	0%	8	4	0%	2	-4
Cc1cccc(NC(=O)c2ccc(OC3CSC3)cc2)c1	-1%	-2%	3%	x	-10%	-2	-4	6%	-36	u
COC(=O)CCC(=O)OC1(C)C(=O)C=C2C=C(C3CC3)N(CCCCO)C=C2C1=O (stereo not given)	12%	3%	8%	u	16%	-40*!	-5	1%	17	-7
N#Cc1c(N)nc2c(c1-c1cccc(O)c1)CCCCCC2	-2%	6%	0%	11%	2%	4	-11	-1%	3	x
Cc1ccc2c(c1)CCCN2C(=O)c1c(C)noc1C	-2%	-1%	-1%	2%	-8%	1	9	-4%	-7	2
Cc1cc(NC(=O)NC(=O)c2cccc(OC(F)(F)C(F)F)c2)n[nH]1	-1%	2%	2%	5%	6%	1	-3	-3%	1	-1
O=C(C1CCOCC1)N1CCC(CO)(CCc2ccccc2)CC1	4%	-5%	-6%	-1%	15%	-1	6	0%	6	4
C[C@H](CO)N1C[C@H](C)[C@H](CN(C)S(C)(=O)=O)Oc2c(cccc2N(C)C)C1=O	2%	1%	x	x	27%	x	4	x	-7	x
CC1CCN(c2nc3nonc3nc2N2CCC(C)CC2)CC1	-6%	-6%	-1%	-8%	2%[7.66 µM]	3	-6	1%	14	-2
CC(=O)N1CCc2ccc(S(=O)(=O)Nc3ccccc3Cl)cc21	0%	-4%	u	-2%	16%	4	1	1%	13	-1
